Screens (PubChem)
TAAR1 antagonist: human TAAR1 antagonism; Q96RJ0; CHO RD-HGA16 TAAR1, Fluo-8 calcium fluorescence, antagonist; inhibition, % at 3 µM; 1.5% of 360,000 active;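 active means inhibition above a per-plate cutoff, the mean inhibition of test compounds on that plate plus 3 SD, cut at about 49% in these data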;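 further: 0% = DMSO plus EC80 beta-PEA response and 100% = DMSO alone without agonist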
Target sequence (Q96RJ0 whole entry, looked up): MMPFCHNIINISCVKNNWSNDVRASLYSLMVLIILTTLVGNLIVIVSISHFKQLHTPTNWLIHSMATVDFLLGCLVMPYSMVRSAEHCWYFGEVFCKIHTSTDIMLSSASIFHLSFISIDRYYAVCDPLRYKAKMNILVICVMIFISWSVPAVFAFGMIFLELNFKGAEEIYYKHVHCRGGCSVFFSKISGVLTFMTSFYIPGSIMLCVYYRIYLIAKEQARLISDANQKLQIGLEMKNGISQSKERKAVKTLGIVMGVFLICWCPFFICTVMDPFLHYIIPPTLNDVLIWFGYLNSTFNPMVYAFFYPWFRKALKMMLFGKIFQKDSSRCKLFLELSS
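Assay system: RD-HGA16 CHO cells with stable hTAAR1 and Gα16 / Reagent: EC80 β-phenethylamine stimulus / Doses: 3 µM, single point / Timing: dye loading 75 min at 37 °C, then 30 min room temperature / Measured by: Fluo-8 intracellular calcium dye fluorescence, real-time kinetic reads / Controls: vehicle wells and EC80 agonist wells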
M1 ag parental: nonselective activator or artifact in parental CHO-K1 cells. Fluo-8 calcium fluorescence; scaled to maximal ATP response, vehicle zero. activation, % at 3 µM. 0.48% of 360,000 active. AID 602248; in the data active means activation above about 15%;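 further: untransfected CHO-K1 host cells lacking M1 receptor as counterscreen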
CHO parental Ca: counter-screen: ATP calcium response change in parental CHO cells. parental CHO-K1, ATP-induced calcium, Fluo-8 fluorescence. inhibition, % at 5.6 µM. 0.63% of 330,000 active. AID 463079;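 active means inhibition above that plate's mean sample inhibition plus 3 SD, cut at about 26% in these data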;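 further: 0% = ATP-challenged DMSO wells and 100% = DMSO wells without ATP; some compounds past the cut are filed as inactive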
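Assay system: parental CHO cells; Read-out basis: percent inhibition of ATP-evoked calcium rise, normalized to controls; Benchmarks: ATP and no-ATP DMSO wells; Compound dosing: single nominal dose of 5.6 µM per compound; Signal: Fluo-8 calcium dye fluorescence; Also added: ATP as calcium-mobilizing challenge; Repeats: singlicate.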
CHRM1 agonist: agonists of human M1 muscarinic receptor; CHO-K1 hM1, Fluo-8 calcium fluorescence, agonist mode; 0% DMSO, 100% acetylcholine EC100; activation, % at 3 µM; 0.33% of 360,000 active;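 active means activation above the run's mean compound activation plus 3 SD, cut at about 16% in these data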;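 further: peak over basal fluorescence ratio within a 140 s kinetic read after compound addition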
M1 antag: blocks human M1 muscarinic receptor; P11229; CHO-K1 hM1, Fluo-8 calcium fluorescence, ACh EC80 antagonist; inhibition, % at 3 µM; 1.3% of 360,000 active; AID 588852;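 active means percent inhibition above its own plate's cutoff, namely the mean of that plate's compound wells plus 3 SD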;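 further: peak over basal fluorescence ratio during 140 s after agonist addition; 0% = ACh EC80 plus DMSO and 100% = DMSO alone without agonist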
TAAR1 agonist: human TAAR1 agonism; Q96RJ0; CHO RD-HGA16 TAAR1, Fluo-8 calcium fluorescence; vehicle wells 0%, saturating PEA agonist 100%; activation, % at 3 µM; 0.99% of 360,000 active;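 active means activation above the mean activation of all test compounds in the run plus 3 SD, cut at about 38% in these data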
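System: CHO-derived RD-HGA16 cells with stable Gα16 and human TAAR1 / Times: 17-24 h plating, Fluo-8 75 min 37 °C, 30 min RT / Technique: calcium-sensitive Fluo-8 signal, excitation 470-495, emission 515-575 nm / Measure: % activation relative to PEA EC100 response / Benchmarks: DMSO and PEA EC100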
CHO-K1 Ca antag: counter-screen for M1 antagonists: effect in parental CHO-K1 cells; 0.6% of 360,000 active; inhibition, % at 3 µM; ATP-induced calcium, Fluo-8 fluorescence;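 active means inhibition above a per-plate cutoff, the plate's mean sample inhibition plus 3 SD, cut at about 24% in these data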;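 further: 0% = DMSO plus EC80 ATP and 100% = DMSO alone without ATP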
M1 PAM parental: nonselective activator or artifact in parental CHO-K1 calcium assay. activation, % at 3 µM. ATP EC20, Fluo-8 calcium fluorescence; 0% at ATP EC20, 100% at ATP max. 0.02% of 360,000 active;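 active means activation above the run cutoff, the mean activation of all test compounds plus 3 SD, cut at about 40% in these data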;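 further: peak over basal fluorescence ratio in a 140 s read after ATP addition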
OXTR potentiator: potentiators of human oxytocin receptor; 0.061% of 320,000 active; activation, % at 3 µM; AID 2445; CHO-OTR cells, Fluo-8 calcium fluorescence, potentiator mode; 0% = oxytocin EC15, 100% = EC100;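 active means activation above that plate's cutoff, the mean activation of tested compounds plus 3 SD, cut at about 6.6% in these data, passing the limit was not always enough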;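 further: 100% uses oxytocin at 75 nM as the full agonist control; some results filed as inactive read as strong as hits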
Target sequence (P30559 whole entry, looked up): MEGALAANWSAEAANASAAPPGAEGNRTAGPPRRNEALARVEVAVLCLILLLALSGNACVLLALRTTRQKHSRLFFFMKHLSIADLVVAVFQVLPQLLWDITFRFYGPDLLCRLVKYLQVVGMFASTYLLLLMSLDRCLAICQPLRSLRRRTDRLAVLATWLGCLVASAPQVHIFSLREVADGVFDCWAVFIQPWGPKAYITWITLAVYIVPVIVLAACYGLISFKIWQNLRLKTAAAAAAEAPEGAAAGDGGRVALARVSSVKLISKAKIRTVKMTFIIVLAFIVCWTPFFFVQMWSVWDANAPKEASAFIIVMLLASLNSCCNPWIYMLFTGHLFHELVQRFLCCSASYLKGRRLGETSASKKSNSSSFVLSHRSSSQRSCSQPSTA
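test system = CHO-OTR cells, human receptor | compound = single-point 3.0 µM | schedule = 6 min compound pre-incubation at room temperature, 100 s kinetic read | signal = Fluo-8 no-wash calcium dye fluorescence, excitation 470-495 nm, emission 515-575 nm | repeats = single well per compound, singlicate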
Starred values were filed as active, the others as inactive; . = no result given.

Results follow in this order: TAAR1 antagonist, M1 ag parental, CHO parental Ca, CHRM1 agonist, M1 antag, TAAR1 agonist, CHO-K1 Ca antag, M1 PAM parental, OXTR potentiator
COC(=O)c1ccccc1NS(=O)(=O)c1c(C)noc1C
  1, 0.1, -4, -4, -5, -2, -2, -10, 3
CC(=O)Nc1ccc(S(=O)(=O)C(C#N)c2nc3ccccc3nc2NCCN2CCOCC2)cc1 (stereo not drawn)
  -5, 0.1, -5, 4, -5, 1, -9, 18, -2
COc1ccccc1NC(=O)COC(=O)c1ccccn1
  -7, 0.7, -5, -4, 11, 0, -8, 0, 2
CSc1ncccc1C(=O)N1CCN(S(=O)(=O)c2ccc3c(c2)OCCO3)CC1
  -14, 2.1, 5, 0, -2, 1, 2, 19, -8
COc1cc2c(cc1NC(=O)C(C)Sc1ccc(C)cc1)oc1ccccc12 (stereo not drawn)
  -4, -0.2, -16, -4, 8, 0, -2, -4, -3
COc1ccccc1/C=C/C(=O)Nc1cccc(C(C)=O)c1
  14, 5.0, -20, -4, -2, 7, -1, 15, -4
O=C(COC(=O)c1cccnc1Nc1ccccc1F)NCc1ccc2c(c1)OCO2
  -19, 0.6, -5, -3, 2, 15, -6, 4, -10
CCOC(=O)C1CCN(C(=O)c2sc3nc(-c4ccccc4)cn3c2C)CC1
  4, 0.3, -10, -6, -8, 7, 18, -4, -10
O=S(=O)(Nc1ccc(Cl)cn1)c1cccs1
  -13, 0.6, -4, -4, -9, 2, -14, 11, -3
O=C(NCC1COc2ccccc2O1)C1CCCN(S(=O)(=O)c2cccc3nsnc23)C1 (stereo not drawn)
  28, 3.8, -21, -1, -4, 10, -9, 11, -12
CCCN1C(=O)C(O)(c2c(C)[nH]c3ccccc23)c2ccccc21 (stereo not drawn)
  1, 0.3, -10, 3, 1, 1, -7, 7, -6
COC(=O)c1cnn(-c2nc3c(C)cccc3s2)c1C
  9, 0.0, 5, -3, -6, 19, -6, 16, -10
COC(=O)N1CC(C)N(C(=O)OC)CC1C (stereo not drawn)
  -13, 0.1, 1, -2, 1, -1, -4, 0, -1
Cc1cccc(C(=O)NNC(=O)c2csc(N3CCOCC3)n2)c1C
  -8, 2.4, -4, -2, -12, -1, -6, 24, -1
O=C(NC(=S)Nc1ccc(CN2CCCCC2)cc1)c1cc2ccccc2o1
  -41, 2.0, -40, -8, 37, 3, -16, 20, 3
CC(C)(C)C(=O)N1CCCC1C(=O)O (stereo not drawn)
  -18, -0.1, 1, 4, 12, 4, 1, -26, -13
CCn1c2ccccc2c2cc(NC(=O)COC(=O)C3CCC(=O)N3)ccc21 (stereo not drawn)
  1, -0.3, -15, -5, -7, 9, -10, 12, 5
COc1ccccc1CCC(=O)OCC(=O)Nc1cccc(S(=O)(=O)N2CCCCC2)c1
  19, 1.5, -5, 0, 4, 3, 1, -18, -17
C=CCn1c(SCC(=O)N2CCN(c3ccccc3)CC2)nc2c([nH]c3ccccc32)c1=O
  21, 2.3, -16, -2, 2, 2, -3, 0, -9
O=C(CSc1nnc(COc2ccccc2)o1)c1ccccc1
  -1, 0.1, -5, -5, 3, 9, 10, -5, -5
CCOC(=O)c1cnc(N)nc1-c1ccccc1
  -12, 0.0, ., -3, -19, 0, -9, 17, .
COc1ccc(N2CCC(CNC(=O)Nc3ccc(OC)cc3OC)C2)cc1 (stereo not drawn)
  -6, -0.1, -11, -5, -11, 12, 1, 8, -13
CC(=O)Nc1ccc2c(c1)[nH]c(=O)c1ccccc12
  5, 1.1, ., -1, -15, 1, 5, 13, .
Oc1ccccc1N1CCN(c2nnnn2-c2ccccc2)CC1
  5, 1.6, -3, -1, -7, 2, -12, 15, -3
CN(C)C(=O)/C=C\c1cn(-c2ccccc2)nc1-c1ccc2c(c1)OCCO2
  27, 2.7, -23, -3, 3, 7, 3, 1, -13
O=C(CSc1ccccc1)NCCc1ccc(F)cc1
  -13, 0.0, -9, -5, -14, 2, -12, 26, -6
CC(=O)Nc1cccc(-c2ccnc3c2CC(C)(C(=O)Nc2cccnc2)O3)c1 (stereo not drawn)
  -18, -0.2, ., -1, -18, 0, -9, 13, .
Cc1cccc(NC(=O)COC(=O)CN2C(=O)C3CCCCC3C2=O)c1C (stereo not drawn)
  -15, 1.4, ., -3, -22, 2, -10, 17, .
O=C(Cn1cc2c(n1)CCCCC2)Nc1ccc(F)cc1F
  15, -0.2, ., -3, -2, 0, -7, 22, .
CN(C)CCNC(=O)c1cccc2nc3cccc(F)c3nc12
  1, -0.2, ., -5, -3, 1, 4, -12, .

Quoted at random: 4 records from the list, in no set order.
Results follow in this order: TAAR1 antagonist, M1 ag parental, CHO parental Ca, CHRM1 agonist, M1 antag, TAAR1 agonist, CHO-K1 Ca antag, M1 PAM parental, OXTR potentiator
O=C(NCC1COc2ccccc2O1)C1CCCN(S(=O)(=O)c2cccc3nsnc23)C1 (stereo not drawn)
  28, 3.8, -21, -1, -4, 10, -9, 11, -12
CSc1ncccc1C(=O)N1CCN(S(=O)(=O)c2ccc3c(c2)OCCO3)CC1
  -14, 2.1, 5, 0, -2, 1, 2, 19, -8
CC(=O)Nc1ccc2c(c1)[nH]c(=O)c1ccccc12
  5, 1.1, ., -1, -15, 1, 5, 13, .
CC(=O)Nc1cccc(-c2ccnc3c2CC(C)(C(=O)Nc2cccnc2)O3)c1 (stereo not drawn)
  -18, -0.2, ., -1, -18, 0, -9, 13, .

Carrying on.
Results follow in this order: TAAR1 antagonist, M1 ag parental, CHO parental Ca, CHRM1 agonist, M1 antag, TAAR1 agonist, CHO-K1 Ca antag, M1 PAM parental, OXTR potentiator
Cc1ccc(C2NS(=O)(=O)N=C2N)cc1 (stereo not drawn)
  7, 0.1, -6, -4, -3, 0, 12, 1, -7
O=C(OCC(=O)N1CCOCC1)c1cccc(S(=O)(=O)N2CCCc3ccccc32)c1
  -7, 1.5, -17, -5, -6, 0, -14, 6, -4
Cc1cccc(C)c1NC(=O)CSc1nnc(NC(=O)CN2CCOCC2)s1
  0, -0.3, -7, 0, 6, 0, 12, -1, -4
COc1ccc(C)cc1NC(=O)NNC(=O)C1CCC(C(C)(C)C)CC1 (stereo not drawn)
  -10, 2.2, -10, 0, -4, 2, -16, 19, -12
COc1ccc(-n2c(=S)[nH]c3cc(C(=O)Nc4cc(OC)c(OC)c(OC)c4)ccc3c2=O)c(OC)c1
  8, 1.0, -12, -2, -3, 4, -20, 25, -17
CCC(C)c1ccc(S(=O)(=O)N2CCN(C(=O)c3ccc(Cl)c(S(=O)(=O)N4CCOCC4)c3)CC2)cc1 (stereo not drawn)
  18, 3.3, ., -7, 16, 0, -5, -4, .
C=CCn1c(N(C)C)nc2c1c(=O)[nH]c(=O)n2C
  -23, 0.7, 3, 0, -9, 1, -12, 17, 0
CC1CCC(NC(=O)CCN2C(=O)C3CC=CCC3C2=O)CC1 (stereo not drawn)
  -17, 0.1, -7, -2, -2, 5, -10, 6, -6
CN(C(=O)c1cccc(NC(=O)Cc2ccc([N+](=O)[O-])cc2)c1)C1CCC1
  -2, 1.4, -14, -1, 2, 4, -3, 7, 0
CCOC(=O)C1CCCN(C(=O)c2cc(-c3ccccc3)on2)C1 (stereo not drawn)
  -11, 1.6, -17, 3, -6, 5, -5, -9, -8
CCOCC(=O)Nc1nc2ccc(OC)cc2s1
  -6, 0.4, -13, -3, -6, 0, -18, 17, -13
Nc1nc(=S)c2ncn(C3OC(CO)CC3O)c2[nH]1 (stereo not drawn)
  -5, 1.2, ., 0, -9, 0, -15, 22, .
COc1ccc(NC(=O)CN2CCN(c3ccc(C)cc3C)CC2)cc1
  7, 0.2, 1, -4, -7, -2, -1, 13, -13
CCOC(=O)N1CCN(S(=O)(=O)c2cc(-c3nn4c(C)nnc4c4ccccc34)ccc2C)CC1
  -44, 0.2, -17, 16, -6, 6, 6, 11, -4
COc1ccc(N(C(=O)/C=C/c2ccccc2)C2=CC3CCC(C2)N3C)cc1 (stereo not drawn)
  2, 1.7, -10, -3, -14, 9, -6, -7, -2
CCCCOC(=O)C[N+](C)(C)CCOC1CC2CCC1(C)C2(C)C (stereo not drawn)
  2, 0.1, -1, -9, 6, 13, -6, 10, 0
CN(C)c1ccc(/C=C2\CCCc3c2nc2ccccc2c3C(=O)O)cc1
  3, 0.4, 10, 1, -14, 0, 4, 4, -12
C=C1C(C(=O)Nc2ccc(OCC)cc2)C1C(=O)Nc1ccc(OCC)cc1 (stereo not drawn)
  0, 5.4, -2, -4, 8, 5, 0, -4, -6
CC(Sc1nnc(-c2ccc(OC(F)F)cc2)o1)C(=O)NCC1CCCO1 (stereo not drawn)
  -19, 0.6, -11, -1, -6, 3, 0, 18, -6
Cc1cc(C)n2nc(CNS(=O)(=O)c3cccc([N+](=O)[O-])c3)nc2n1
  -5, 0.3, -8, -1, 0, 7, -13, 7, -5
COc1cccc(CN(C)C(=O)CSc2nc3ccccc3[nH]2)c1OC
  0, 3.7, -33, -4, 0, 3, -10, 1, -9
Cc1ccc(N(C(=O)Cn2nnc(-c3ccccc3F)n2)C(C(=O)NC2CCCC2)c2ccncc2)cc1 (stereo not drawn)
  18, 0.5, -4, -3, -3, -2, -12, -1, -5
CCc1nnc(NC(=O)CSc2nc(C)cs2)s1
  8, 0.6, -14, -9, -7, 0, -11, 7, -6
Cc1ccc(-c2cc(C(=O)N/N=C/c3c[nH]c4ccccc34)n[nH]2)o1
  12, 0.2, 1, -2, 0, 5, 10, -8, -5
O=C(N[C@@H]1CCC(=O)N(CC[C@H](Sc2ccc(Br)cc2)c2ccccc2)CC1)OCc1ccccc1
  12, 0.2, -17, -7, 19, 9, -9, 2, -5
CCCCCC(=O)NNC(=S)NC(C)=O
  -10, 0.2, -5, -5, -3, 0, -10, 16, 0
Cc1ccnc(NC(=O)c2ccc(OCC3CCCO3)cc2)c1 (stereo not drawn)
  -7, 0.6, 5, -1, -9, 1, -3, 1, -8
O=C(CN1CCOCC1)Nc1scc(-c2ccccc2)c1C(=O)N1CCOCC1
  -9, 0.4, 3, -3, -10, 0, -9, 12, -4
CN1C(=O)C(CC(=O)NCCc2ccccc2)N(NC(=O)c2cccc(F)c2)C1=S (stereo not drawn)
  4, -0.1, -10, 0, -8, 5, 3, -6, -12
CC(C)c1ccc(NC(=O)[C@@H](NC(=O)N2CC(=O)Nc3ccccc32)C(C)C)cc1
  -32, -0.6, -25, -5, 3, -1, -18, 8, -4
CCCCNC(=O)C1(C)CCN1C(=O)c1ccc(F)cc1Cl (stereo not drawn)
  -19, 0.5, ., -4, -12, 0, -9, 20, .
COC(=O)Cn1nnnc1-c1nc2cc(C)c(C)cc2[nH]c1=O
  -2, 0.5, ., ., ., 0, -25, 21, .
Cc1csc(=O)n1CCC(=O)OCC(=O)Nc1cc(Cl)ccc1[N+](=O)[O-]
  -16, 0.8, -8, 1, -24, 4, 5, -21, -6
